Glyco luc inh = blocks N-linked glycosylation in D54 reporter cells. reporter increase, % at 12.5 µM. AID 588692. D54 ERlucT glycosylation luciferase reporter, 24 h; percent of 100 nM tunicamycin response. actives 0.23% (n = 360,000);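 active means mean luciferase reporter signal, scaled so untreated is 0 and the glycosylation-blocking control 100, at or above a set limit in every replicate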;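 further: luciferase carries N-glycosylation sites so blocking glycosylation raises the light; 0% = median of neutral control wells and 100% = median of 100 nM tunicamycin wells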
m5-HT2A agonist = activates the mouse 5-HT2A serotonin receptor. P35363. CHO-K1 mHTR2A beta-arrestin complementation, luminescence; percent of 30 µM serotonin response. activation, % at 7.6 µM. actives 0.66% (n = 360,000). AID 624169;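 active means activation above a run cutoff, the mean activation of all tested compounds plus 3 SD, cut at about 14% in these data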;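 further: 0% = plate median of compound wells and 100% = 30 µM serotonin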
Target sequence (P35363 whole entry, looked up): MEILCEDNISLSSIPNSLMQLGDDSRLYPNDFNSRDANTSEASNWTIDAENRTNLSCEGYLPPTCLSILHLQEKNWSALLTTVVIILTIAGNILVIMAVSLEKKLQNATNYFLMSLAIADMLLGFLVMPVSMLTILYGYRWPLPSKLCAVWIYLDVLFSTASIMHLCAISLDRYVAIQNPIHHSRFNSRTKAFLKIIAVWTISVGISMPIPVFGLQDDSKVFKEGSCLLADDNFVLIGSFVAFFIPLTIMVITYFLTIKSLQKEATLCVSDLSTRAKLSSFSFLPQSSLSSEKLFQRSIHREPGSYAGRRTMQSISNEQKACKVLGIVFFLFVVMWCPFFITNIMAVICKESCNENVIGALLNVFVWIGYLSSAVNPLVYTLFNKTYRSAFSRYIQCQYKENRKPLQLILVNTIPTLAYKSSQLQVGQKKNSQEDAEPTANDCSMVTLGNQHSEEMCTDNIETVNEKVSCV
ABCB6 inh 2 = blocks the human ABCB6 transporter; Q9NP58; K562-ABCB6 porphyrin accumulation, flow cytometry, 1 h; hits give low values; fluorescence ratio to DMSO, % at 10 µM; actives 0.19% (n = 360,000); AID 602162;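 active means fluorescence ratio to DMSO below 75%, the collection mean minus 3 SD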;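 further: signal is porphyrin accumulated inside mitochondria; 100% equals median channel fluorescence of DMSO control wells; lower ratio means ABCB6 inhibition with less porphyrin fluorescence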
ABHD5 PLIN5 PPI = ABHD5-PLIN5 protein interaction inhibition; Q00G26+Q8WTS1; Split G. princeps luciferase complementation, luminescence, 4 h; inhibition, % at 4 µM; actives 0.78% (n = 360,000); AID 602281;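 active means inhibition above the mean inhibition across every tested compound plus 3 SD, cut at about 22% in these data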;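 further: 0% = DMSO only wells and the 100% control is not disclosed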
NCOA2 inhibitor = inhibits human steroid receptor coactivator 2; Q15596; HEK293 GAL4-SRC2 luciferase reporter, luminescence; inhibition, % at 9 µM; actives 0.17% (n = 370,000); AID 651957;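 active means inhibition above the mean inhibition of all tested compounds plus 3 SD, set per campaign, cut at about 52% in these data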;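 further: 0% = DMSO treated cells and 100% = cells given Gossypol at 36 µM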
NOD2-RIPK2 inh = NOD2-RIPK2 protein interaction inhibition; inhibition, % at 4.98 µM; actives 0.38% (n = 360,000); O43353; CHO BLA complementation NOD2-RIPK2, CCF4 ratio; AID 624267; in the data active means inhibition above about 21%;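 further: 0% = vehicle only and 100% = reference blocker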
H9c2 protect = modulators protecting cardiomyocytes from myocardial damage | H9c2 cardiomyocytes, H2O2 injury protection, ATPLite, 2 h | protection from H2O2 cell death, % at 20 µM | actives 0.63% (n = 360,000) | AID 588492;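 active means compounds giving at least 50% protection of heart cells from peroxide-induced death in the single-dose screen, raw or plate-pattern-corrected value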;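 further: 0% = DMSO wells with peroxide and 100% = DMSO wells without peroxide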
TLR9-MyD88 block = inhibitors of human TLR9-MyD88 binding; actives 0.21% (n = 340,000); inhibition, % at 4.98 µM; CHO BLA complementation TLR9-MyD88, CCF4 FRET ratio;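 active means inhibition above the mean over all tested compounds plus 3 SD, cut at about 21% in these data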;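 further: 0% = DMSO only wells and 100% = clavulanate BLA inhibitor control wells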
MC4R barr agon = activates human MC4R beta-arrestin recruitment. P32245. U2OS MC4R beta-arrestin complementation, luminescence; percent of melanotan II response, DMSO zero. activation, % at 8.9 µM. actives 0.98% (n = 360,000). AID 540308;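 active means activation above a per-plate cutoff, the mean activation of sample wells on that plate plus 3 SD, cut at about 8% in these data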
Target sequence (P32245 whole entry, looked up): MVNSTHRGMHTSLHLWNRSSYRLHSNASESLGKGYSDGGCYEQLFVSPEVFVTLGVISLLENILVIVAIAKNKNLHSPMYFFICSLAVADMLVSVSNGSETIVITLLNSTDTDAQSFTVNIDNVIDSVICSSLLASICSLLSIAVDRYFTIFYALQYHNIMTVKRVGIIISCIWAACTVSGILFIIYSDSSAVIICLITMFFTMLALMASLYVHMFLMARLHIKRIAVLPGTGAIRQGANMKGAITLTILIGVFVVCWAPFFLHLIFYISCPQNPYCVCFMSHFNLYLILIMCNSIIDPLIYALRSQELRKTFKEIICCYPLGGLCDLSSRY
MC4R antagonist = blocks human MC4R cAMP signaling | P32245 | MC4R-expressing cells, MTII-stimulated cAMP, LANCE TR-FRET | inhibition, % at 6.5 µM | actives 0.48% (n = 360,000);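 active means inhibition above its plate's cutoff, the mean of tested wells on that plate plus 3 SD, cut at about 29% in these data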;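 further: 0% = Melanotan II alone and 100% = Melanotan II plus saturating MCL0020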
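System: U2OS-MC4R stable cell line; Technique: Eu-cAMP/anti-cAMP TR-FRET, emission 671 nm; Repeats: single well per compound; Also added: Melanotan II; Dosing: one concentration, 6.5 µM nominal; Schedule: 30-min compound, 1-h challenge, 1-h detection, room temperature.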
An asterisk follows results filed as active. A portion of the library, so the mix of outcomes need not match the whole.

CCc1nc2c(OCC(=O)C(C)(C)C)cccn2c1N(C)C(=O)CC(C)C was read as Glyco luc inh 0, m5-HT2A agonist 16*, ABCB6 inh 2 103, ABHD5 PLIN5 PPI 3, NCOA2 inhibitor 26, NOD2-RIPK2 inh -12, H9c2 protect 3, MC4R barr agon -1.9 and MC4R antagonist 12.
For CC1(C)c2cc(O)ccc2OC1N1CCOCC1 (centres undefined) the results were Glyco luc inh 0, m5-HT2A agonist 8, ABCB6 inh 2 91, ABHD5 PLIN5 PPI 3, NCOA2 inhibitor 16, NOD2-RIPK2 inh -2, H9c2 protect 2, TLR9-MyD88 block 4, MC4R barr agon -2.0 and MC4R antagonist 2.
O=C(C1=C(O)C(=O)N(Cc2ccco2)C1c1cccc(O)c1)c1ccco1 (centres undefined) was read as Glyco luc inh -1, m5-HT2A agonist 17*, ABCB6 inh 2 112, ABHD5 PLIN5 PPI -21, NCOA2 inhibitor 1, NOD2-RIPK2 inh -7, H9c2 protect -4, TLR9-MyD88 block 2, MC4R barr agon 0.8 and MC4R antagonist 16.
`c1ccc(C2C3=C(Nc4ncnn42)c2ccccc2CCC3)cc1` (centres undefined) gave Glyco luc inh 0, m5-HT2A agonist 3, ABCB6 inh 2 93, ABHD5 PLIN5 PPI 11, NCOA2 inhibitor 15, NOD2-RIPK2 inh -9, H9c2 protect -2, TLR9-MyD88 block -2, MC4R barr agon 1.8 and MC4R antagonist 11.
CCOC(=O)C1CCN(C(=O)CCS(=O)(=O)c2ccc3c(c2)CC(C)N3C(=O)CC)CC1 (centres undefined) was read as Glyco luc inh 1, m5-HT2A agonist -1, ABCB6 inh 2 104, ABHD5 PLIN5 PPI 1, NCOA2 inhibitor -23, NOD2-RIPK2 inh 0, H9c2 protect 0, TLR9-MyD88 block -17, MC4R barr agon 0.9 and MC4R antagonist 12.
CCCC(=O)N1CCC(CCC(=O)NC2CC2)CC1 was read as Glyco luc inh 0, m5-HT2A agonist 3, ABCB6 inh 2 99, ABHD5 PLIN5 PPI 4, NCOA2 inhibitor 15, NOD2-RIPK2 inh 0, H9c2 protect 5, TLR9-MyD88 block -1, MC4R barr agon 1.1 and MC4R antagonist 6.
Screening CCOC(=O)COc1c(Cl)cc(C2NC(=S)NC(c3ccccc3)=C2C(C)=O)cc1OCC (centres undefined) returned Glyco luc inh 0, m5-HT2A agonist 10, ABCB6 inh 2 104, ABHD5 PLIN5 PPI 11, NCOA2 inhibitor 6, NOD2-RIPK2 inh -15, H9c2 protect 6, TLR9-MyD88 block 3, MC4R barr agon 1.6 and MC4R antagonist -2.
For COC(=O)C1CCN(C(=O)c2cc3c(=O)n4cccc(C)c4nc3n2Cc2ccccc2)CC1 the results were Glyco luc inh -3, m5-HT2A agonist 1, ABCB6 inh 2 91, ABHD5 PLIN5 PPI -5, NCOA2 inhibitor 0, NOD2-RIPK2 inh -13, H9c2 protect 34, TLR9-MyD88 block -3, MC4R barr agon 0.1 and MC4R antagonist 30*.
For COc1ccc(S(=O)(=O)N2CCC(C(=O)Nc3nccs3)CC2)cc1 the results were m5-HT2A agonist 10, ABCB6 inh 2 103, ABHD5 PLIN5 PPI 1, NCOA2 inhibitor 11, NOD2-RIPK2 inh -2, H9c2 protect -7, TLR9-MyD88 block -7, MC4R barr agon 1.3 and MC4R antagonist 16.
`COc1ccc(N=C/C=C2\C=C(c3ccccc3)OC(C)(C)O2)cc1` gave Glyco luc inh 2, m5-HT2A agonist 1, ABCB6 inh 2 102, ABHD5 PLIN5 PPI 2, NCOA2 inhibitor -13, NOD2-RIPK2 inh 1, H9c2 protect 11, TLR9-MyD88 block 16, MC4R barr agon 0.8 and MC4R antagonist -2.
Screening Cc1ccccc1NC(=O)Cn1cnc2c(oc3ccccc32)c1=O returned Glyco luc inh 7, m5-HT2A agonist 1, ABCB6 inh 2 100, ABHD5 PLIN5 PPI 3, NCOA2 inhibitor -5, NOD2-RIPK2 inh -6, H9c2 protect 6, TLR9-MyD88 block 0, MC4R barr agon 0.9 and MC4R antagonist 2.
CCCCn1c(N)c(N(CCOC)C(=O)COc2ccc(C(C)=O)cc2)c(=O)[nH]c1=O was read as Glyco luc inh 1, m5-HT2A agonist 9, ABCB6 inh 2 96, ABHD5 PLIN5 PPI 3, NCOA2 inhibitor -1, NOD2-RIPK2 inh 0, H9c2 protect -9, TLR9-MyD88 block 0, MC4R barr agon -2.6 and MC4R antagonist 4.
For Clc1cc2nc(-c3cccnc3Cl)[nH]c2cc1Cl the results were Glyco luc inh -8, m5-HT2A agonist 2, ABCB6 inh 2 98, ABHD5 PLIN5 PPI 5, NCOA2 inhibitor -69, NOD2-RIPK2 inh 1, H9c2 protect -12, TLR9-MyD88 block 3, MC4R barr agon 0.4 and MC4R antagonist 8.
COC(=O)c1cc(Br)c(=O)n(Cc2cccnc2)c1 was read as Glyco luc inh 5, m5-HT2A agonist -1, ABCB6 inh 2 115, ABHD5 PLIN5 PPI -4, NCOA2 inhibitor -1, NOD2-RIPK2 inh 0, H9c2 protect 16, TLR9-MyD88 block 5, MC4R barr agon -0.7 and MC4R antagonist -3.
CC12CC3CC(C)(C1)CC(Nc1nc(N4CCOCC4)nc4ccccc14)(C3)C2 was read as Glyco luc inh -3, m5-HT2A agonist 2, ABCB6 inh 2 96, ABHD5 PLIN5 PPI 9, NCOA2 inhibitor -6, NOD2-RIPK2 inh 2, H9c2 protect -13, TLR9-MyD88 block 2, MC4R barr agon -1.9 and MC4R antagonist 13.
Screening COc1ccc(Br)cc1/C=C1\Oc2ccccc2NC1=O returned Glyco luc inh -2, m5-HT2A agonist 7, ABCB6 inh 2 100, ABHD5 PLIN5 PPI 3, NCOA2 inhibitor 6, NOD2-RIPK2 inh -9, H9c2 protect -1, TLR9-MyD88 block -3, MC4R barr agon -1.6 and MC4R antagonist 9.
COCCCNC(=S)NCCc1ccc(F)cc1 was read as Glyco luc inh -1, m5-HT2A agonist 1, ABCB6 inh 2 98, ABHD5 PLIN5 PPI 4, NCOA2 inhibitor -34, NOD2-RIPK2 inh 1, H9c2 protect -6, TLR9-MyD88 block 5, MC4R barr agon -0.5 and MC4R antagonist 10.
Screening Cc1ccc(-n2nc3c(=O)n(CC(=O)NC(C)CCc4ccccc4)nc(C)c3c2C)cc1 (centres undefined) returned Glyco luc inh 2, m5-HT2A agonist 2, ABCB6 inh 2 98, ABHD5 PLIN5 PPI 4, NOD2-RIPK2 inh 2, H9c2 protect -8, TLR9-MyD88 block 1, MC4R barr agon -3.6 and MC4R antagonist 0.
For COc1cccc(NC(=S)C(C#N)=C2N(C)c3ccccc3N2C)c1 the results were Glyco luc inh 3, m5-HT2A agonist 2, ABCB6 inh 2 99, ABHD5 PLIN5 PPI -3, NCOA2 inhibitor 1, NOD2-RIPK2 inh 2, H9c2 protect 6, TLR9-MyD88 block 8, MC4R barr agon -0.2 and MC4R antagonist -4.
CC(C)NC(=O)CS(=O)(=O)c1ccccc1 was read as Glyco luc inh -1, m5-HT2A agonist 3, ABCB6 inh 2 99, ABHD5 PLIN5 PPI -2, NCOA2 inhibitor -28, NOD2-RIPK2 inh 2, H9c2 protect 10, TLR9-MyD88 block -4, MC4R barr agon -0.7 and MC4R antagonist 4.
Screening CS(=O)(=O)c1cccc(C(=O)OCC(=O)NC(=O)Nc2ccccc2F)c1 returned Glyco luc inh 1, m5-HT2A agonist -3, ABCB6 inh 2 99, ABHD5 PLIN5 PPI 1, NCOA2 inhibitor -21, NOD2-RIPK2 inh -4, H9c2 protect 0, TLR9-MyD88 block 12, MC4R barr agon 0.4 and MC4R antagonist 5.
`COc1cc(/C=N/NC(=S)N/N=C/c2cc(OC)c(OC)c(OC)c2)cc(OC)c1OC` gave Glyco luc inh 4, m5-HT2A agonist 3, ABCB6 inh 2 96, ABHD5 PLIN5 PPI -9, NCOA2 inhibitor -31, NOD2-RIPK2 inh 0, H9c2 protect 0, TLR9-MyD88 block -5, MC4R barr agon 2.3 and MC4R antagonist -7.
Screening Cc1[nH]n2c(=O)c3c(nc2c1-c1ccc(F)cc1)CCCC3 returned Glyco luc inh 2, m5-HT2A agonist 6, ABCB6 inh 2 99, ABHD5 PLIN5 PPI 3, NCOA2 inhibitor 1, NOD2-RIPK2 inh -6, H9c2 protect 23, MC4R barr agon 0.3 and MC4R antagonist 1.
Screening CCN(CC)C(=O)Oc1cc(=O)n(C)c2ccccc12 returned Glyco luc inh 0, m5-HT2A agonist 13, ABCB6 inh 2 89, ABHD5 PLIN5 PPI 0, NCOA2 inhibitor 1, NOD2-RIPK2 inh 8, H9c2 protect -3, TLR9-MyD88 block -1, MC4R barr agon -1.9 and MC4R antagonist -2.
For CC(C)OC(=O)CSc1nnnn1-c1ccc2c(c1)OCCO2 the results were Glyco luc inh 3, m5-HT2A agonist -2, ABCB6 inh 2 88, ABHD5 PLIN5 PPI -4, NCOA2 inhibitor -44, NOD2-RIPK2 inh -30, H9c2 protect -4, TLR9-MyD88 block 10, MC4R barr agon -1.4 and MC4R antagonist 11.
`O=C(CCS(=O)(=O)c1cccs1)Nc1ccc(C(=O)NC2CCN(Cc3ccccc3)CC2)cc1` gave Glyco luc inh -4, m5-HT2A agonist 0, ABCB6 inh 2 97, ABHD5 PLIN5 PPI 2, NCOA2 inhibitor -5, NOD2-RIPK2 inh -1, H9c2 protect -2, TLR9-MyD88 block -5, MC4R barr agon 1.1 and MC4R antagonist -2.
Screening COc1ccc(C(=O)Nc2ccccc2N2CCN(C(=O)c3ccccc3)CC2)cc1Br returned Glyco luc inh 2, m5-HT2A agonist -4, ABCB6 inh 2 102, ABHD5 PLIN5 PPI 5, NCOA2 inhibitor -9, NOD2-RIPK2 inh -3, H9c2 protect 20, TLR9-MyD88 block 4, MC4R barr agon -0.2 and MC4R antagonist 10.
`CC1(C)Oc2cc(N)c([N+](=O)[O-])cc2O1` gave Glyco luc inh -1, m5-HT2A agonist 2, ABCB6 inh 2 91, ABHD5 PLIN5 PPI 10, NCOA2 inhibitor -44, NOD2-RIPK2 inh -1, H9c2 protect 18, TLR9-MyD88 block 7, MC4R barr agon 0.5 and MC4R antagonist -6.
Screening COc1ccc(CCNC(=O)CSc2ccc(-c3ccncc3)nn2)cc1 returned Glyco luc inh 2, m5-HT2A agonist -4, ABCB6 inh 2 99, ABHD5 PLIN5 PPI -1, NCOA2 inhibitor 3, NOD2-RIPK2 inh -2, H9c2 protect 1, TLR9-MyD88 block 8, MC4R barr agon -1.5 and MC4R antagonist 1.
CCCn1c(=O)c2[nH]cnc2n(-c2ccccc2C)c1=O was read as Glyco luc inh 2, m5-HT2A agonist 2, ABCB6 inh 2 94, ABHD5 PLIN5 PPI 0, NCOA2 inhibitor 9, NOD2-RIPK2 inh 1, H9c2 protect -6, TLR9-MyD88 block 1, MC4R barr agon 0.3 and MC4R antagonist -10.

Screening data deposited in PubChem BioAssay by several laboratories.
